BoNT-F LC inh: blocks Botulinum neurotoxin F light chain protease | Multiplex microsphere protease cleavage assay, flow cytometry | inhibition, % at 10 µM | actives 0.22% (n = 360,000); in the data active = inhibition above about 35%, passing the limit was not always enough; inconclusive = no clear call, values can overlap the other calls; note: plate controls were buffer without enzyme for full effect and enzyme alone for no effect
FBA Mtb inh: inhibits M. tuberculosis FBA enzyme | P9WQA3 | purified M. tuberculosis FBA, fluorescence read-out | inhibition, % at 1 µM | actives 2.3% (n = 360,000); in the data active = inhibition above about 27%;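 note: 0% = vehicle and 100% = reference inhibitor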
Target sequence (P9WQA3 whole entry, looked up): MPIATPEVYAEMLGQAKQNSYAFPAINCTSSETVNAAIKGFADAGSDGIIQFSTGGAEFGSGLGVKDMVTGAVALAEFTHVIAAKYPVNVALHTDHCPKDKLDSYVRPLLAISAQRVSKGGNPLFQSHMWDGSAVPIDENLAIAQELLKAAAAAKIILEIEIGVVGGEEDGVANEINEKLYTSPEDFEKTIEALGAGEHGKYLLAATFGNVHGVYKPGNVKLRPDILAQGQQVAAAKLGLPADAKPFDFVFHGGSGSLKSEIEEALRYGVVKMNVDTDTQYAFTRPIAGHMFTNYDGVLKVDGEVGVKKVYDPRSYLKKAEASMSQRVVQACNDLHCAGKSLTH
Rv3671c protease: inhibitors of M. tuberculosis serine protease Rv3671c. P9WHR9. inhibition, % at 5.96 µM. actives 0.048% (n = 320,000); in the data active = inhibition above about 38%;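 note: extracellular domain of Rv3671c used as enzyme; 0% = enzyme with DMSO and 100% = no enzyme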
Target sequence (P9WHR9 whole entry, looked up, the tested form may be a part): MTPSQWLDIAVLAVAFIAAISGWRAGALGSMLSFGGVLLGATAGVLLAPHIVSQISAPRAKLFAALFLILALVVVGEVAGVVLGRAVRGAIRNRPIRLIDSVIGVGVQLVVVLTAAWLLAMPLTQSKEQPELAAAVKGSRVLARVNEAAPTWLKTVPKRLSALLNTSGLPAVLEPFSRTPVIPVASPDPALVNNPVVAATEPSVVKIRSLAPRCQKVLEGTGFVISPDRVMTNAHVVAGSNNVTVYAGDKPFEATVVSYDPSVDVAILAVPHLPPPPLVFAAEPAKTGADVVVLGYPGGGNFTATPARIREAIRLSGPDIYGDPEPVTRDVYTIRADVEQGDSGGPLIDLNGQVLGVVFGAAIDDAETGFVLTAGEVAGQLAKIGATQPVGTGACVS
VHR inh abs: DUSP3 (human) phosphatase inhibition | P51452 | inhibition, % at 13.3 µM | actives 0.52% (n = 290,000) | recombinant VHR phosphatase, pNPP absorbance; in the data active = inhibition above about 50%; note: some compounds called inactive have numbers as strong as hits
Target sequence (P51452 whole entry, looked up): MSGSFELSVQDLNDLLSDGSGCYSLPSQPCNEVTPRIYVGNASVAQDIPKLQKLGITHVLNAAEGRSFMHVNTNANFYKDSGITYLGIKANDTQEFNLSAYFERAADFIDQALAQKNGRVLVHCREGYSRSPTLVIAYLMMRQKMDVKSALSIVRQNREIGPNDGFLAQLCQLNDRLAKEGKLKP
MazEF act: MazEF (E. coli) toxin RNase activation. FAM/BHQ RNA-DNA oligo cleavage fluorescence, 5 h. activation, % at 20 µM. actives 0.32% (n = 350,000). AID 504720; in the data active = activation above about 50%
Target sequence (P0AE70 whole entry, looked up): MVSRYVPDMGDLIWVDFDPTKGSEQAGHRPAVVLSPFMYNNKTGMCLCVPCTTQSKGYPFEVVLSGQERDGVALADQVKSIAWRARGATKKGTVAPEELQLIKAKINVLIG
Mtb UGM inh: Mtb UDP-galactopyranose mutase inhibition; purified UGM, fluorescence polarization probe displacement; AID 504406; inhibition, % at 10 µM; actives 0.06% (n = 320,000); in the data active = inhibition above about 10%, passing the limit was not always enough; inconclusive = no clear call, values can overlap the other calls
FadD28 binding: inhibitors of Mycobacterium tuberculosis FadD28 bisubstrate binding. FadD28 bisubstrate probe binding, fluorescence polarization. inhibition, % at 12.5 µM. actives 0.22% (n = 360,000); in the data active = inhibition above about 8.5%, passing the limit was not always enough; inconclusive = no clear call, values can overlap the other calls
GDH-TPI counter: counter-screen for M. tuberculosis FBA inhibitors: GDH-TPI coupled enzymes; GDH-TPI coupled enzyme counterscreen, NADH absorbance; inhibition, % at 4.8 µM; actives 1.2% (n = 360,000); AID 588335;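 note: 0% = DMSO wells and 100% = wells lacking the enzyme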
CCHF vOTU inh: CCHFV vOTU protease inhibition | Pep-AMC fluorescence | inhibition, % at 11.5 µM | actives 0.55% (n = 370,000); note: 0% = vehicle wells with enzyme and 100% = no enzyme wells
Mtb BioA inh: inhibitors of Mycobacterium tuberculosis BioA enzyme. actives 0.096% (n = 360,000). purified M. tuberculosis BioA enzyme, plate reader. inhibition, % at 9.99 µM. AID 602481; in the data active = inhibition above about 40%; inconclusive = no clear call, values can overlap the other calls
Starred values were filed as active, the others as inactive; ? = inconclusive; / = no result given; & = joins results of further samples. Cut-off read from the data, not from the text of the source, unless noted: active = inhibition above about 30%; inactive = the rest.

SMILES	BoNT-F LC inh	FBA Mtb inh	Rv3671c protease	VHR inh abs	MazEF act	Mtb UGM inh	FadD28 binding	GDH-TPI counter	CCHF vOTU inh	Mtb BioA inh
O=C(Nc1ccccc1C(=O)N1CCCCC1)c1ccc(Cl)cc1Cl	6.7	2.4	0.7	-3.8	7.4	-0.8	1.1	-4.2	6.1	-1.0
COc1ccc(C(=O)NNC(=O)C(=O)/C=C(\O)c2ccc(C)cc2)cc1	-5.3	-0.4	3.5	-6.7	-8.6	0.5	-2.0	2.5	8.2	/
Nn1c(SCC(=O)NCc2ccc3c(c2)OCO3)nnc1C(F)(F)F	-3.8	3.0	-0.6	/	-2.7	-1.1	-4.1	-12.5	-4.8	3.4
O=C(NCC(=O)N1CCN(C(=O)c2ccco2)CC1)c1ccccc1	-6.7	0.2	-4.0	18.8	3.0	-1.6	-0.7	-3.1	2.4	1.0
CC(NC(=O)NC(=O)c1cccc(Cl)c1)c1ccccc1 (configuration not stated)	10.4	0.7	-3.5	-5.4	-9.2	-1.4	0.1	3.1	10.3	1.2
Clc1ccc(-c2ccccc2)cn1	0.7	-0.5	2.4	/	-1.7	-1.9	-2.6	-10.0	-8.9	0.0
COc1ccc(Nc2nc(NN)nc(C)c2[N+](=O)[O-])cc1	-9.4	-2.3	3.9	12.5	4.4	1.6	0.0	6.7	6.8	/
O=C1NC[C@@H](Cc2cccc3ccccc23)N(CCc2cc(C(F)(F)F)cc(C(F)(F)F)c2)C1=O	-0.8	0.9	-6.2	11.2	-5.8	0.4	-6.8	1.8	19.7	0.6
COc1ccc(NC(=O)Nc2cccc3c2O[C@@H](CN(C)CC2CCCCC2)[C@@H](C)CN([C@H](C)CO)C3=O)cc1	-7.8	-0.4	-5.7	/	0.8	-0.1	-0.9	4.4	4.9	1.2&-0.1
CSc1nc(C)cc(-n2cc(F)c(=O)[nH]c2=O)n1	-8.2	-1.8	-10.1	23.2	-0.5	1.5	-1.4	4.1	-6.2	-0.5
O=c1c2c3c(sc2n2c(=S)[nH]nc2n1-c1ccccc1)CCC3	?	1.1	1.4	13.8	2.3	-0.6	-1.5	-2.3	-0.1	0.0
COc1ccc(NC(=O)CCSc2ccc(C)cc2)cc1S(=O)(=O)Nc1ccccc1Cl	-8.5	0.7	-97.8	13.3	3.6	-0.6	-0.2	8.6	-6.2	/
COc1ccc(OC)c(Nc2ncnc3sc(-c4ccccc4)cc23)c1	-4.8	10.1	11.3	-4.7	6.3	-0.3	-2.6	17.3	-31.6	/
COc1cccc(/C=N/NC(=O)c2cnccn2)c1OC	?	-3.6	-6.0	20.1	7.1	-1.0	-3.9	19.7	-4.0	/
CC(=O)C1=C(O)C(=Cc2ccccc2)OC1=O	-2.5	10.6	/	/	-5.5	/	2.7	25.7	11.8	1.6
CCc1cccc2c(SCC(=O)NCC3CCCO3)nc(-c3ccc(F)cc3)nc12 (configuration not stated)	-11.7	0.7	-0.9	-5.4	-8.7	-0.5	-1.6	5.8	-16.3	0.6
CN(C(=O)c1cnccn1)c1nnc(-c2cnccn2)s1	8.9	-9.4	-3.7	8.5	-3.0	3.2	-3.1	31.3*	12.5	0.1
COc1ccc(OC)c(CN2CCCC(CO)C2)c1 (configuration not stated)	-7.8	-0.1	-1.1	28.6	-6.6	-3.4	-0.4	6.4	13.0	1.3
CC1CN(C(=O)CCC(=O)NCc2ccc(F)cc2)c2ccccc2S1 (configuration not stated)	-9.1	0.2	-0.3	21.2	6.9	-1.6	-4.5	-14.8	8.7	-0.5
Cc1cccc(/C=C2\CCC(C3CCCC3)C2=O)c1 (configuration not stated)	-17.0	-0.1	-1.0	-7.8	-4.4	3.3	-0.8	0.0	-11.9	0.1
CCCc1nc2oc3ccccc3c(=O)c2c(=O)n1-c1ccc(C)cc1	0.2	1.8	4.0	4.8	5.8	0.7	-3.0	2.2	-6.1	-1.1
COc1cc(CNc2ncn[nH]2)cc(Br)c1OC	0.2	-1.1	-6.1	21.7	3.1	-0.6	-2.9	-3.5	-6.7	3.6
O=C(c1ccc(N2CCCC2=O)cc1)N1CCN(c2ccccc2F)CC1	-1.6	0.9	0.2	3.7	7.1	1.2	-0.8	-3.0	11.8	5.8
COc1ccccc1-c1nc(N)n[nH]1	1.0	14.8	1.4	3.4	-1.2	1.8	-4.7	-10.9	-5.5	/
CCn1cc(C(=O)NCc2ccco2)c2cc(OC)c(OC)cc2c1=O	-8.6	0.1	-11.0	-9.1	-1.4	-0.2	-0.5	6.5	7.4	-1.1
COC(=O)C1=C(C)NC(C)=C(C(=O)OCC2CCCO2)C1c1cccc(Cl)c1 (configuration not stated)	-2.5	5.9	5.5	10.5	4.0	0.8	-2.4	2.1	9.5	1.9
COCCCN(Cc1ccco1)C(=O)c1cc2c(s1)-c1ccc(Cl)cc1S(=O)(=O)C2	-2.1	-1.1	5.7	18.4	4.3	-0.4	1.1	15.8	9.9	-4.7
COc1ccc(C(=O)N/C(=C\c2ccccc2)C(=O)Nc2ccccc2C(=O)O)cc1	3.7	-1.0	0.7	/	1.1	0.0	-1.6	5.2	8.2	/
CCOC(=O)C1(C)CCCCCN1C(=O)c1ccc(C(=O)OC)cc1 (configuration not stated)	-1.6	2.2	/	/	/	/	-0.2	-9.1	-1.1	-1.4
COc1ccccc1CNCCc1cccc(Cl)c1	1.2	-2.4	/	/	5.0	/	-0.8	9.1	4.5	0.1
COc1ccc(CC2(CO)CCN(Cc3cccnc3)CC2)cc1	-5.7	-0.3	-0.6	15.1	32.7	0.1	-2.7	1.6	-5.0	14.9
Cn1nc(C(F)(F)F)c(C#N)c1N1CCN(c2ccccn2)CC1	-4.0	5.5	-0.7	8.6	6.4	1.1	-4.7	-1.9	-0.3	/
CNC(=S)N1CCN(c2c(F)cc3c(=O)c(C(=O)O)cn(C4CC4)c3c2OC)CC1C (configuration not stated)	-6.5	13.8	-4.3	23.8	-0.4	-1.6	-2.9	8.8	-0.6	3.2
CC(C)CCn1c(=O)c2ccccc2n2c(CCC(=O)NC3CCN(Cc4ccccc4)CC3)nnc12	-1.8	3.0	-5.5	24.1	21.1	0.5	-0.9	-1.9	6.8	-0.2
COc1cccc(/C=N/NC(=O)CSc2cccc3cccnc23)c1	?	25.2	-9.4	11.6	4.2	0.7	0.2	2.3	-8.3	2.5
COc1ccc2oc(=Nc3cc(F)ccc3F)c(C(N)=O)cc2c1	-3.3	20.9	0.1	1.2	-7.7	0.2	-2.1	5.0	5.1	/
Cc1ccccc1-c1csc(C(O)c2ccc(F)cc2)n1 (configuration not stated)	-0.4	0.3	/	/	/	/	0.5	-4.4	14.9	0.0
Cc1nn(-c2ccccc2)c(C)c1C(=O)Nc1ccc(N2CCOCC2)cc1	-19.6	-1.3	7.2	8.5	2.3	4.4	-2.3	-1.9	-0.2	/
CCOC(=O)C1CCN(C(=O)N2CCOCC2)CC1	-24.1	1.4	-0.9	-11.0	-10.5	-2.0	0.7	5.0	1.3	-1.2
O=C(O)c1cc(N2C(=O)C3C4C=CC(C4)C3C2=O)ccc1NCc1cccnc1 (configuration not stated)	-0.6	13.1	7.0	7.9	8.0	-1.7	-0.1	3.9	-5.6	/

Laid out differently: 5 of the compounds above.
structure,BoNT-F LC inh,FBA Mtb inh,Rv3671c protease,VHR inh abs,MazEF act,Mtb UGM inh,FadD28 binding,GDH-TPI counter,CCHF vOTU inh,Mtb BioA inh
COc1ccc(NC(=O)CCSc2ccc(C)cc2)cc1S(=O)(=O)Nc1ccccc1Cl,-8.5,0.7,-97.8,13.3,3.6,-0.6,-0.2,8.6,-6.2,/
COc1ccc(OC)c(Nc2ncnc3sc(-c4ccccc4)cc23)c1,-4.8,10.1,11.3,-4.7,6.3,-0.3,-2.6,17.3,-31.6,/
COc1cccc(/C=N/NC(=O)c2cnccn2)c1OC,?,-3.6,-6.0,20.1,7.1,-1.0,-3.9,19.7,-4.0,/
CC(=O)C1=C(O)C(=Cc2ccccc2)OC1=O,-2.5,10.6,/,/,-5.5,/,2.7,25.7,11.8,1.6
CCc1cccc2c(SCC(=O)NCC3CCCO3)nc(-c3ccc(F)cc3)nc12 (configuration not stated),-11.7,0.7,-0.9,-5.4,-8.7,-0.5,-1.6,5.8,-16.3,0.6

Next part.
SMILES	BoNT-F LC inh	FBA Mtb inh	Rv3671c protease	VHR inh abs	MazEF act	Mtb UGM inh	FadD28 binding	GDH-TPI counter	CCHF vOTU inh	Mtb BioA inh
COc1ccccc1OCc1nc(C#N)c(NCCCn2ccnc2)o1	-2.7	0.5	-5.1	20.8	-31.8	1.3	-2.3	1.3	-12.1	-0.3
CCCCCCNc1c(C(=O)OCC)c(=O)[nH]c2ccccc12	2.0	-3.0	-8.9	28.6	-4.9	-3.5	-3.3	4.9	11.2	0.3
CC(NC(=O)COC(=O)/C(=C/c1cccs1)c1cccs1)c1ccccc1 (configuration not stated)	-6.3	-1.4	-5.6	-1.2	-2.2	-0.9	-5.2	9.9	10.4	/
O=C(NNC(=O)c1cccs1)c1ccc(F)cc1	14.0	0.5	7.6	27.4	3.5	3.2	-2.7	8.2	-4.7	/
CC1(C(=O)NS(=O)(=O)c2ccccc2Cl)CCN1C(=O)C1CCCCC1 (configuration not stated)	-10.0	-2.6	/	/	/	/	-3.7	-1.8	23.1	-0.5
CCOc1ccc(Nc2nc(Nc3ccc(O)cc3)nc(C)c2[N+](=O)[O-])cc1	12.7	-2.4	-4.8	15.1	6.8	1.2	-1.0	5.1	12.7	/
O=C(Cc1c[nH]c2ccccc12)N[C@@H](Cc1c[nH]c2ccccc12)C(=O)O	-23.7	-0.1	-10.9	19.7	6.7	-0.2	-2.2	0.0	-5.0	-1.3
Cc1ccc(C(=O)NC(Cc2cccc(C(F)(F)F)c2)C(=O)O)cc1 (configuration not stated)	-6.8	-0.2	/	/	2.7	/	-1.6	8.2	4.8	-0.7
CC(=O)N1CCN(C(=O)c2cc(S(=O)(=O)N3CCCCC3)ccc2Cl)CC1	2.3	-2.1	-5.4	/	3.5	-1.5	-3.9	-4.2	9.0	2.9
CCCCN(C)C(=O)c1sc(=O)n(Cc2ccccc2F)c1C	-1.5	7.8	/	/	/	/	-1.7	14.9	0.0	1.4
CCC(CC)c1nnc(NC(=O)CCc2ccccc2)s1	8.2	-1.1	5.0	-10.3	6.4	0.6	-0.9	-9.4	-0.2	1.4
CCCCNC(=O)CSc1nc(N)c(C(=O)Nc2ccc(OC)cc2)s1	-2.7	-1.0	10.6	13.3	2.0	0.5	-1.7	18.4	2.0	/
Cc1cc(Cl)ccc1OCC(=O)Nc1cccnc1	-13.6	2.7	7.0	12.2	10.4	3.1	/	4.4	8.9	/
CC1(Cc2cccc(C#N)c2)C(=O)Nc2ccc(-c3cccc(C(F)(F)F)c3)cc21 (configuration not stated)	-4.5	-1.4	/	/	/	/	-1.6	5.4	21.6	-0.8
CCOC(=O)C1=C(C)N(C[C@@H]2CC[C@@H](Cc3ccc4cc(OC)ccc4c3)O2)C(=O)NC1c1ccc(OC)cc1 (some centres not stated)	-6.0	2.1	/	/	1.0	/	0.6	11.8	9.2	-1.0
CN(C)CCCCCN(C)Cc1cc2ccccc2o1	-7.0	-0.1	5.8	15.2	10.3	1.3	-0.5	-1.5	3.0	/

In the list so far, these contain a furan ring, fused or not.
SMILES	BoNT-F LC inh	FBA Mtb inh	Rv3671c protease	VHR inh abs	MazEF act	Mtb UGM inh	FadD28 binding	GDH-TPI counter	CCHF vOTU inh	Mtb BioA inh
O=C(NCC(=O)N1CCN(C(=O)c2ccco2)CC1)c1ccccc1	-6.7	0.2	-4.0	18.8	3.0	-1.6	-0.7	-3.1	2.4	1.0
CCn1cc(C(=O)NCc2ccco2)c2cc(OC)c(OC)cc2c1=O	-8.6	0.1	-11.0	-9.1	-1.4	-0.2	-0.5	6.5	7.4	-1.1
COCCCN(Cc1ccco1)C(=O)c1cc2c(s1)-c1ccc(Cl)cc1S(=O)(=O)C2	-2.1	-1.1	5.7	18.4	4.3	-0.4	1.1	15.8	9.9	-4.7
CN(C)CCCCCN(C)Cc1cc2ccccc2o1	-7.0	-0.1	5.8	15.2	10.3	1.3	-0.5	-1.5	3.0	/

Screening results as filed in PubChem BioAssay.
